Pf growth 96h: P. falciparum growth inhibition at 96 hour, primary screen for plastid delayed-death inhibitors | P. falciparum luciferase reporter growth, 96 h | Potency, µM (doses to about 28.7 µM), for the others: at the top dose activity change, negative = inhibition, most hits filed as inhibitors | actives 6.9% (n = 320,000) | AID 504834; note: potency is the fitted concentration of half-maximal effect; % is set by controls: 0 for no effect and ±100 for the full control effect
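96 h incubation, 37 C, 5% CO2, of luciferase-reporter P. falciparum-infected RBCs (2% hematocrit, 0.05% parasitemia final) with test compounds; endpoint luminescence.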
Sm TGR block: blocks Schistosoma mansoni thioredoxin glutathione reductase | purified TGR, DTNB reduction, TNB absorbance 405 nm | Q962Y6 | actives 3% (n = 360,000) | AID 485364 | Potency, µM (series often up to 114 µM), for the others: at the top dose activity change, negative = inhibition, most hits filed as inhibitors; note: potency is the fitted concentration of half-maximal effect; % is set by controls: 0 for no effect and ±100 for the full control effect; nearly all actives have a fitted effect of over 60% in size
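First, TGR (20 nM dispensed) and NADPH were mixed with compound. Second, a 15 min room-temperature incubation followed. Third, further NADPH and then DTNB were added to start the reaction. Finally, TNB absorbance was monitored kinetically.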
Cycloheximide cs: counter-screen hit for Shiga toxin inhibitors, cycloheximide. max response, %. cell reporter, cycloheximide protein synthesis inhibition counterscreen. actives 12% (n = 300,000). AID 2314; in the data active = max response mostly above about 13%, no sharp cut-off; inactive = mostly below about 14%; note: read at 38.3 µM for the half of the compounds with a filed dose; 0% is about no effect
Pf growth 48h: inhibits P. falciparum growth in the first generation, 48 h; P. falciparum luciferase growth in erythrocytes, 48 h; Potency, µM (top dose mostly 28.7 µM), inactives show at the highest dose activity change, negative = inhibition, usual class: inhibitors; actives 5.9% (n = 310,000); AID 504832; note: potency is the fitted concentration of half-maximal effect; % is set by controls: 0 for no effect and ±100 for the full control effect
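In quantitative HTS format, infected erythrocytes bearing luciferase-reporter parasites were treated for a single generation at 37 C. Luminescence after adding detection reagent served as the growth measure.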
Giardia FBPA inh: blocks Giardia fructose-bisphosphate aldolase activity; A8B2U2; purified Giardia FBPA; Potency, µM (titrated, usually from 59.6 µM), without a hit: at the top dose activity, negative = inhibition, most hits filed as inhibitors; actives 0.71% (n = 290,000); note: potency is the fitted concentration of half-maximal effect; % is set by controls: 0 for no effect and ±100 for the full control effect; nearly all actives have a fitted effect of over 55% in size
Target sequence (A8B2U2 whole entry, looked up): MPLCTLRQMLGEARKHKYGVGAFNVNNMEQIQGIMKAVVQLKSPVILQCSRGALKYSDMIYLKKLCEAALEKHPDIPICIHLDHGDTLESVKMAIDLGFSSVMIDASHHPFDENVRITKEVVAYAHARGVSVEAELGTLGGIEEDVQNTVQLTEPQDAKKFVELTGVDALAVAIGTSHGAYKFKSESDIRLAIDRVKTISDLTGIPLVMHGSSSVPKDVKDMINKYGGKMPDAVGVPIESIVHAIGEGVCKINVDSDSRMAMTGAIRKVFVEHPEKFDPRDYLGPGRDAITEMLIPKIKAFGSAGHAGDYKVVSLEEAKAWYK
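40 nM FBPA preincubated 10 min at RT with compound (up to 57.5 uM final), then substrate plus GAPDH/TPI/NAD/arsenate coupling and diaphorase/resazurin added. Fluorescence read after 20 min at RT, 525/598 nm.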
Shiga inhibitor: Shiga toxin inhibition | AID 2315 | inhibition, % at 38.7 µM | Vero cells, Shiga toxin protein synthesis inhibition reporter | actives 9.2% (n = 290,000); in the data active = inhibition mostly above about 28%, no sharp cut-off; inactive = mostly below about 43%; note: 0% is about no effect
Starred values were filed as active, the others as inactive; ? = inconclusive; / = not tested or not shown; [ ] = remark or other dose. Unless noted, calls come from the whole dose curve; as a rule, active = well fitted curve in the direction sought with a large enough effect; inconclusive = small, poorly fitted or top-dose-only effect, or another doubt; inactive = no such curve, though single readings can be large; an effect the other way counts as inactive or inconclusive.

SMILES	Pf growth 96h	Sm TGR block	Cycloheximide cs	Pf growth 48h	Giardia FBPA inh	Shiga inhibitor
CCNc1nc(C(=O)O)nc(N2CCOCC2)n1	-110%[5.75 µM]	-14%	7	-7%	22µM*	16
Cc1ccc(C)c(OCC(=O)N2CCN(C(=O)c3ccco3)CC2)c1	?	3%	-4	-9%	5%	-8
OCCC1CN(Cc2cccc3c2OCO3)CCN1Cc1ccccc1 (configuration not stated)	?	-14%	1	7%	0%	13
COc1ccc(Cl)cc1NC(=O)CCCNC(=O)c1ccc(Cl)cc1	6%	3%	0	-14%	-3%	2
Nc1nnnn1/N=C/c1ccccc1C(F)(F)F	?	7%	1	23%	-15%	-6
Cc1ccc(C(=O)NC(=S)Nc2ccc(NC(=O)c3cccs3)cc2)cc1[N+](=O)[O-]	9.3µM*	6%	-2	-1%	1%	-3
CC1CCCC(C)N1C(=O)Cn1c(SCC(=O)NCc2ccc3c(c2)OCO3)nc2ccccc21 (configuration not stated)	-18%	6%	-1	6.6µM*	10%	-7
O=C(Nc1ccc2c(c1)OCCO2)c1cccnc1Oc1ccc(Cl)cc1	14%	14%	1	-4%	-5%	3
COc1ccccc1N1CCN(C(=O)C2CCCN(S(=O)(=O)c3ccc(C)cc3)C2)CC1 (configuration not stated)	?	4%	/	?	/	/
CCCC(=O)Nc1cc(Cl)ccc1C	0%	-13%	2	-20%	0%	-7
COc1ccc(-n2nnnc2-c2cccnc2)cc1	9.3µM*	14%	1	0%	5%	-10
COC(=O)C1=C(c2ccccc2OCc2ccccc2)C[C@@H]2CC[C@H]1N2C(=O)NCCCOC(C)C	5.2µM*	-2%	/	?	/	/
Cc1cc(NC(=O)CSc2nc3c(C)cccc3cc2C)no1	-5%	15%	-9	?	/	-14
CCC(C(=O)OC(C)C)c1ccc2ccccc2c1 (configuration not stated)	42%[activator]	-23%	/	3%	/	/
CCOC(=O)C(C)NC(=O)c1cn(-c2ccc(OC)cc2)c(=O)c2ccccc12 (configuration not stated)	181%[activator]	-2%	-2	-23%	8%	-7
O=C(NCc1ccccc1F)C1CCN(C(=O)NCc2ccccc2)CC1	?	?	-3	-1%	5%	-11
CC(C)CN1C(=O)/C(=C/c2cccs2)NC1=S	-21%	-10%	11	-19%	-10%	13
Cc1sc2nc(-c3ccncc3)[nH]c(=O)c2c1-c1ccccc1	-3%	-17%	-6	-2%	8%	-6
CC(=O)N(/N=C/c1ccc(C)cc1)c1nc(CCl)cs1	77%[activator]	?	2	-1%	-9%	31
COc1ccc(OC)c(-n2c(O)c(C=Nc3c(C)n(C)n(-c4ccccc4)c3=O)c(=O)[nH]c2=S)c1	-5%	?	-1	-10%	-7%	-4
CCOC(=O)C1=C(CN2CCN(C(=O)c3ccco3)CC2)NC(=O)NC1c1ccc(Cl)cc1 (configuration not stated)	?	-5%	7	3.7µM*	0%	-16
Cc1cccc(N(C(=O)c2csnn2)C(C(=O)NCc2ccccc2)c2cccs2)c1 (configuration not stated)	29%	5%	-1	-14%	1%	-6
Cn1c(N)c(C(=O)COC(=O)c2ccc(Cl)c(S(=O)(=O)N3CCCC3)c2)c(=O)n(C)c1=O	?	6%	7	8.3µM*	-12%	-5
CCCCc1nc2cc(C(=O)N3CCCCC3C(=O)OC)ccc2o1 (configuration not stated)	?	-19%	39*	52%[activator]	-4%	57*
O=C(Nc1cccc(Cl)c1)c1ccc(F)c(S(=O)(=O)NCc2ccc3c(c2)OCO3)c1	?	7%	21*	-7%	-7%	-1
O=C(c1ccc(Cl)cc1)N1CCN(c2ncccn2)CC1	12%	0%	-2	/	-1%	-4
Cc1cc(S(=O)(=O)N(C)CCc2ccccc2)ccc1-n1cnnn1	-4%	-25%	-1	20%	1%	-18
CCn1cc(CNCc2cn(-c3ccccc3C)nc2-c2ccc(OC)c(F)c2)cn1	44%[activator]	0%	0	?	4%	-1
S=c1[nH]nc(COc2ccc3c(c2)OCO3)n1-c1ccccc1	-7%	5%	5	0%	6%	-15
COc1ccccc1Cc1nnnn1CC(=O)O	24%	-10%	17	-5%	6%	-8
CCC(C)(C)NC(=O)CN(C(=O)c1csnn1)c1ccccc1-c1ccccc1	25%	6%	-2	?	3%	-2
Cc1nc(SCc2ccc([N+](=O)[O-])cc2)nc2ccccc12	-12%	4%	1	-9%	2%	-1
COc1ccc(-c2nc(N)ncc2-c2csc(C)n2)c(O)c1OC	19%	9%	-9	-2%	-17%	-5
Cc1ccc(C(=O)N2CCN(S(=O)(=O)c3ccccc3C#N)CC2)cc1S(=O)(=O)N1CCOCC1	?	-2%	/	?	/	/
COCCNC(=O)CN(C)S(=O)(=O)c1ccc(Br)cc1	?	5%	-5	0%	0%	-9
COc1ccc(CCN(C(=O)c2snc(C(N)=O)c2N)C(C(=O)NCC2CCCO2)c2ccc(F)cc2)cc1OC (configuration not stated)	-25%	4%	-6	?	4%	1
CCCCC(=O)Nc1cccc(C(C)O)c1 (configuration not stated)	?	0%	7	?	2%	7
O=S(=O)(c1ccccc1)C1(C2CC(c3ccccc3)=NO2)CC(O)C1 (configuration not stated)	?	-13%	12*	35%[activator]	-10%	15
Cn1c(CCc2ccccc2)nnc1SCC(=O)N1CCCC1	328%[activator]	6%	7	24%	1%	2
O=C(Oc1cccc2ccccc12)c1cc(Cl)nc2ccccc12	11%	-2%	7	19%	-9%	5
NS(=O)(=O)c1ccc(CCNC(=O)c2ccc3c(c2)OCCO3)cc1	-48%	11%	-6	-17%	-6%	-16
CCCc1cnc(N2CCN(S(C)(=O)=O)CC2)nc1	62%[activator]	2%	23*	?	8%	41
COc1c(C)cc(C(=O)C2CCCN(C(=O)CCCn3cncn3)C2)cc1C (configuration not stated)	6%	3%	-2	11%	7%	46
Cc1nnc(Nc2ccc3c(c2)ncn3C)c2ccccc12	-1%[5.75 µM]	5%	4	?	7%	22
COc1ccccc1Cn1c(=S)[nH]c2cc(C(=O)NCC3CCCO3)ccc2c1=O (configuration not stated)	?	7%	-3	?	-7%	-19
COC(=O)c1c(C(=O)OC)c2n(c1C)CCC2	?	-19%	-6	/	1%	-4
CCc1onc(C)c1C(=O)Nc1cc(C)ccc1OC	-17%	0%	12	/	-5%	-29
CC(C)=CC(=O)N1CCC(N2CCC(C(=O)NCC3CCCO3)CC2)CC1 (configuration not stated)	10%	0%	-5	36%[activator]	/	-8
c1ccc2oc(-c3[nH]ncc3CN3CCC(N4CCSCC4)CC3)cc2c1	47%[activator]	0%	-1	6%	0%	-9
O=C(Nc1ccc(CN2CCCCC2)cc1)Nc1ccccc1Cl	0%	0%	32*	?	2%	53*

Five neighbouring records already listed, for reference:
SMILES	Pf growth 96h	Sm TGR block	Cycloheximide cs	Pf growth 48h	Giardia FBPA inh	Shiga inhibitor
NS(=O)(=O)c1ccc(CCNC(=O)c2ccc3c(c2)OCCO3)cc1	-48%	11%	-6	-17%	-6%	-16
CCCc1cnc(N2CCN(S(C)(=O)=O)CC2)nc1	62%[activator]	2%	23*	?	8%	41
COc1c(C)cc(C(=O)C2CCCN(C(=O)CCCn3cncn3)C2)cc1C (configuration not stated)	6%	3%	-2	11%	7%	46
Cc1nnc(Nc2ccc3c(c2)ncn3C)c2ccccc12	-1%[5.75 µM]	5%	4	?	7%	22
COc1ccccc1Cn1c(=S)[nH]c2cc(C(=O)NCC3CCCO3)ccc2c1=O (configuration not stated)	?	7%	-3	?	-7%	-19

(listing goes on)
SMILES	Pf growth 96h	Sm TGR block	Cycloheximide cs	Pf growth 48h	Giardia FBPA inh	Shiga inhibitor
COc1ccccc1Oc1cc(F)nc(N)n1	191%[activator]	11%	1	0%	3%	-15
COC1(C)CC2C(CC1OC(=O)c1cc([N+](=O)[O-])cc([N+](=O)[O-])c1)C2(C)C (configuration not stated)	-15%	8%	-2	?	-10%	-8
CCOc1c(C)cnc2c1c(=O)n(Cc1ccc(Cl)cc1)c(=O)n2C	?	1%	-1	-10%	4%	-15
COc1ccc2oc(=O)c(C(=O)Nc3ccccc3-c3ccccc3)cc2c1	/	-3%	-3	16%	6%	2
CCCCOc1ccc(/C=C/C(=O)N(CC)CC(=O)Nc2ccc3c(c2)OCCO3)cc1OC	?	-1%	/	?	/	/
CCOC(=O)CSc1nnc(NC(=O)c2ccco2)s1	-13%	-7%	-4	?	10%	-2
CCCN(CCC)S(=O)(=O)c1ccc(C(=O)NCc2ccco2)cc1	-13%	-9%	1	-23%	12%	-8
COc1cc(/C=N/Nc2nc(C)cc(=O)[nH]2)cc(OC)c1O	-14%	0%	-3	5%	?	-3
CS(=O)(=O)c1ccc(CNC(=O)C2(C(F)(F)F)C/C(=C/CCO)CCCO2)cc1 (configuration not stated)	/	/	-1	/	7%	-1
CCCn1nnc(NC(=S)NC(=O)/C=C/c2ccco2)n1	1%	7.1µM*	2	23%	16µM*	25
COc1ccc(-c2cc(C(=O)N3CC4(C)CC3CC(C)(C)C4)no2)cc1OC (configuration not stated)	?	8%	-3	0.93µM*	-23%	-4

Compound profiles (already shown). Values in the order: Pf growth 96h	Sm TGR block	Cycloheximide cs	Pf growth 48h	Giardia FBPA inh	Shiga inhibitor
Record of COC1(C)CC2C(CC1OC(=O)c1cc([N+](=O)[O-])cc([N+](=O)[O-])c1)C2(C)C (configuration not stated) = -15%	8%	-2	?	-10%	-8
Record of COc1cc(/C=N/Nc2nc(C)cc(=O)[nH]2)cc(OC)c1O = -14%	0%	-3	5%	?	-3
Record of CCCCOc1ccc(/C=C/C(=O)N(CC)CC(=O)Nc2ccc3c(c2)OCCO3)cc1OC = ?	-1%	/	?	/	/

Compound activity as filed in PubChem.
